Compound activity deposited in PubChem BioAssay by National Center for Advancing Translational Sciences (NCATS).
GLP-1R agonist: agonists of human GLP-1 receptor; Potency, µM (titrated, usually from 45.6 µM), for the others: at the highest dose activation, hits mostly activators; 0.007% of 380,000 active; HEK293 GLP-1R CRE-luciferase, luminescence, 4-6 h; cells express a hypersensitive GLP-1R form; AID 624172; further: potency means the concentration at half of the fitted maximal effect; % of control where 0% means no effect
Target sequence (P43220 whole entry, looked up): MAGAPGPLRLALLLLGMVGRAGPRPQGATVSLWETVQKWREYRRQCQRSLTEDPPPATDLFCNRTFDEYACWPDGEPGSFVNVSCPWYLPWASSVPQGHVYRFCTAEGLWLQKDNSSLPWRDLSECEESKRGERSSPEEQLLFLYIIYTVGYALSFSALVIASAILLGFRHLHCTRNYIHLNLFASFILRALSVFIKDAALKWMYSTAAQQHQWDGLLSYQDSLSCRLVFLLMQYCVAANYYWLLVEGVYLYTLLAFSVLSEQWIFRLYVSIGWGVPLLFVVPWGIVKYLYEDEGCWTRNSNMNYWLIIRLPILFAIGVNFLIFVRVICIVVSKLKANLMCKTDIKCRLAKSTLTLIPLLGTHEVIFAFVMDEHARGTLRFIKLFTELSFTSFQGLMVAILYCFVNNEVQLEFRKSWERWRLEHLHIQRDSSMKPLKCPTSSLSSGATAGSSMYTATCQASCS
PLK1 PBD block: PLK1 (human) polo-box domain binding inhibition; P53350; Potency, µM, for inactives: max response, negative = inhibition, most hits filed as inhibitors; Plk1 PBD binding of FITC phosphopeptide, fluorescence polarization; 2.8% of 360,000 active; further: potency means the concentration at half of the fitted maximal effect; series mostly up to about 57 µM; on the % scale 0 is the no-effect control and ±100 the full control effect; nearly all actives have a fitted effect of over 65% in size
Target sequence (P53350 whole entry, looked up, the tested form may be a part): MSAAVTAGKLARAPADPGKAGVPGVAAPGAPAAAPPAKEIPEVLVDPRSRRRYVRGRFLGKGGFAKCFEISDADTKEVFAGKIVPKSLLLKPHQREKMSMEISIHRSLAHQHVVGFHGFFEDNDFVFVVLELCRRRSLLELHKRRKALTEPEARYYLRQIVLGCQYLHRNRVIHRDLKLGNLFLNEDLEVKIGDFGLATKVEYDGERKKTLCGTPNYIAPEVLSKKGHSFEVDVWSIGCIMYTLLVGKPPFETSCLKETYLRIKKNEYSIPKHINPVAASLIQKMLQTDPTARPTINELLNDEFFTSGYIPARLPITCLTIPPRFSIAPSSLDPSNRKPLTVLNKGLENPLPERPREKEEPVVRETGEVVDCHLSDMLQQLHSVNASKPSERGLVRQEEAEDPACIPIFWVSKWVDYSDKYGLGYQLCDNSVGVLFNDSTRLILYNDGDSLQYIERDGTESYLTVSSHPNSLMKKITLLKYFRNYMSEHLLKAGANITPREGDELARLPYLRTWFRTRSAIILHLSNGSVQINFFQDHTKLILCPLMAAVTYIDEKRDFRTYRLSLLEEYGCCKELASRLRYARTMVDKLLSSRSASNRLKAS
GLP1R cytotox: cytotoxic in the GLP-1 receptor inverse agonist counter-screen. Potency, µM (doses to about 38.3 µM), inactives show at the highest dose activity change, negative = inhibition, usual class: inhibitors. HEK293 cAMP-luciferase reporter cells, luminescence, 24 h. 0.13% of 410,000 active;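 further: loss of luciferase light is scored as toxicity; potency means the concentration at half of the fitted maximal effect; on the % scale 0 is the no-effect control and ±100 the full control effect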
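MLSMR compounds, 24 hr on cells at 37 deg C/5% CO2; luminescence after luciferase reagent (12 min RT). Inhibition counted as the undesired cytotoxic outcome.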
IL2 activator: IL-2 activation; activation, % (series mostly up to about 46 µM); AID 652025; 0.065% of 360,000 active; IL-2 activation reporter assay, cell-based qHTS; stimulated with anti-CD3/CD4/CD28 beads; in transgenic mouse T cells; in the data active means activation above about 50%; inconclusive means mostly about 30% to 49%; further: 0% is about no effect
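Quantitative HTS in unstimulated transgenic mouse T cells, with memory T cells as non-tolerant control and PMA/ionomycin as tolerance-bypass control. Compound pretreatment lasted 60 minutes before 18 h bead stimulation; EGFP/DsRed fluorescence read.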
PI5P4K alpha inh: inhibitors of human PI5P4K alpha. max response, %. 1.2% of 330,000 active. AID 652105. P48426. PI5P4Kalpha enzyme, ADP-Glo luminescence, 60 min; active compounds read low; active means max response of -50% or lower; inconclusive means between -30% and -50%; inactive means -30% or higher; further: value at the top dose of about 77 µM; on the % scale 0 is the no-effect control and ±100 the full control effect
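Luminescence from ADP-Glo served as readout of PI5P4Kalpha activity in a qHTS format. Reaction: enzyme, substrate, compound, ATP at 5 microM final, 60 min at RT.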
PTHR1 ag: PTHR1 (human) receptor agonism. Q03431. HEK293 GP2 PTHR1 cells, GloSensor cAMP luminescence, 1 h. Potency, µM (top dose mostly 115 µM), without a hit: top-dose activation, most hits filed as activators. 0.075% of 410,000 active; further: potency means the concentration at half of the fitted maximal effect; nearly all actives have a fitted effect of over 55% in size; some results filed as inactive show a strong effect at the top dose; inactives centre near -15; many of its hits are not listed in these tables
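HEK-293-derived GP2 cells expressing PTHR1 and a GloSensor cAMP reporter, 3,000/well, plated overnight, given luciferin plus IBMX (each 0.5 mM as added) for 1 h at 37 °C, then compound for 1 h at 37 °C. Luminescence was read after 15 min at room temperature.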
EPAC1 antag: antagonists of human EPAC1; O95398; EPAC1 GEF assay, Rap1b-BODIPY-GDP exchange fluorescence; Potency, µM (doses to about 115 µM), for inactives: top-dose activity change, negative = inhibition, hits mostly inhibitors; 0.14% of 360,000 active;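 further: potency means the concentration at half of the fitted maximal effect; plate controls were vehicle for no effect and positive control for full effect; nearly all actives have a fitted effect of over 50% in size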
GLP-1R inv ag: GLP-1 receptor (human) inverse agonism | P43220 | HEK293 GLP-1R CRE-luciferase, luminescence, 24 h; GLP-1R form is constitutively active | Potency, µM (top dose mostly 38.3 µM), without a hit: at the highest dose activity change, negative = inhibition, hits mostly inhibitors | 1.6% of 410,000 active | AID 624417; further: potency means the concentration at half of the fitted maximal effect; on the % scale 0 is the no-effect control and ±100 the full control effect; nearly all actives have a fitted effect of over 55% in size
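qHTS in 1536-well format: reporter HEK293 cells expressing constitutive GLP-1R activity in DMEM + 10% Nu serum, 24 hr with compounds at 37 deg C, luminescence read after 12 min with detection reagent.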
EPAC1 ag: agonists of human EPAC1; EPAC1 agonist qHTS, biochemical assay; response scale: 100% = response to 6.5 mM cAMP; Potency, µM (top dose mostly 154 µM), for inactives: at the highest dose activation, most hits filed as activators; 0.073% of 360,000 active; further: potency means the concentration at half of the fitted maximal effect; nearly all actives have a fitted effect of over 60% in size
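Fluorescent GDP-exchange assay: 100 nM EPAC1 with 250 nM Rap1B preloaded with BODIPY-GDP and 50 uM GDP; compounds tested as concentration series, 5 min at room temperature, then read every 5 min for 30 min (ex 480/em 540 nm); normalized to 6.5 mM cAMP.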
The depositor's hits bear a star; [ ] = another dose, or the depositor's remark. Unless noted, the call rests on the fitted dose curve; in most records, active means well fitted curve in the direction sought with a large enough effect; inconclusive means small, poorly fitted or top-dose-only effect, or another doubt; inactive means no such curve, though single readings can be large; an effect the other way counts as inactive or inconclusive.

What do the screens show for `CCc1nc2sc3c(c2c(=O)n1NC(=O)CCl)CCCC3`?
GLP-1R agonist: -11%; PLK1 PBD block: -8%; GLP1R cytotox: -25%; IL2 activator: -3.7; PTHR1 ag: -28%; EPAC1 antag: -1%; GLP-1R inv ag: 36%; EPAC1 ag: 3%

Results for Cc1[nH]c(C)c(S(=O)(=O)N2CCN(c3ccccc3)CC2)c1C(=O)N1CCCC1 ?
GLP-1R agonist: -4%; PLK1 PBD block: -25%; GLP1R cytotox: 1%; IL2 activator: -0.9; PI5P4K alpha inh: 1; PTHR1 ag: inactive; EPAC1 antag: -1%; GLP-1R inv ag: 5%; EPAC1 ag: 3%

What do the screens show for `O=C(CS(=O)(=O)Cc1ccccc1)Nc1nc2c(s1)CCCC2`?
GLP-1R agonist: 12%; PLK1 PBD block: -22%; GLP1R cytotox: -4%; IL2 activator: 0.1; PI5P4K alpha inh: 0; PTHR1 ag: -2%[57.5 µM]; EPAC1 antag: 6%; GLP-1R inv ag: inconclusive; EPAC1 ag: 2%

Results for CCCCOC(=O)Nc1nnc(CCOCC)s1 ?
GLP-1R agonist: 0%; PLK1 PBD block: -15%; GLP1R cytotox: -4%; IL2 activator: 1.3; PI5P4K alpha inh: -28; PTHR1 ag: -3%; EPAC1 antag: -2%; GLP-1R inv ag: 10%; EPAC1 ag: -2%

What do the screens show for `O=C(NCCC1CCCCN1S(=O)(=O)c1ccccc1)C(=O)Nc1ccc(F)cc1` (stereo not drawn)?
GLP-1R agonist: -1%; PLK1 PBD block: -4%; GLP1R cytotox: 9%; IL2 activator: -0.4; PI5P4K alpha inh: -5; PTHR1 ag: -24%; EPAC1 antag: -19%; GLP-1R inv ag: -12%; EPAC1 ag: 0%

How did COC(=O)COc1cccc2c(=O)n(CC(=O)NCCc3ccc(OC)c(OC)c3)ccc12 do in these assays?
GLP-1R agonist: 29%; PLK1 PBD block: -1%; GLP1R cytotox: 1%; IL2 activator: -0.1; PI5P4K alpha inh: -5; PTHR1 ag: inactive; EPAC1 antag: -3%; GLP-1R inv ag: 8%; EPAC1 ag: -3%

Results for COC(=O)c1cc([N+](=O)[O-])c(-n2ccnc2)c([N+](=O)[O-])c1 ?
GLP-1R agonist: -1%; PLK1 PBD block: -4%; GLP1R cytotox: -21%; IL2 activator: -0.6; PI5P4K alpha inh: -17; PTHR1 ag: -84%[inhibitor]; EPAC1 antag: -6%; GLP-1R inv ag: -8%; EPAC1 ag: -3%

What do the screens show for `COc1cccc(NC(=S)Nc2cccnc2)c1`?
GLP-1R agonist: -6%; PLK1 PBD block: -14%; GLP1R cytotox: -5%; IL2 activator: -2.3; PI5P4K alpha inh: -7; PTHR1 ag: inactive; EPAC1 antag: -12%; GLP-1R inv ag: 0%; EPAC1 ag: -6%

Results for O=C(NCCCN1CCCC1=O)C1CCN(S(=O)(=O)c2ccc(Cl)cc2)CC1 ?
GLP-1R agonist: 0%; PLK1 PBD block: -9%; GLP1R cytotox: 3%; IL2 activator: -0.4; PI5P4K alpha inh: 1; PTHR1 ag: inactive; EPAC1 antag: 15%; GLP-1R inv ag: -1%; EPAC1 ag: 5%

Results for CCCC12CN3CC(C)(CN(C1)C3c1ccc([N+](=O)[O-])o1)C2=O (stereo not drawn) ?
GLP-1R agonist: 2%; PLK1 PBD block: -26%; GLP1R cytotox: -4%; IL2 activator: -0.6; PI5P4K alpha inh: 3; PTHR1 ag: -44%[inhibitor]; EPAC1 antag: -13%; GLP-1R inv ag: 6%; EPAC1 ag: 8%

How did CCC(=O)c1ccc(OCC(=O)OCC(=O)N2c3ccccc3CC2C)cc1 (stereo not drawn) do in these assays?
GLP-1R agonist: 5%; PLK1 PBD block: 2%; GLP1R cytotox: 4%; IL2 activator: -1.9; PI5P4K alpha inh: 1; PTHR1 ag: inactive; EPAC1 antag: -24%; GLP-1R inv ag: 9%; EPAC1 ag: 12%

What do the screens show for `C=C(C)COc1cc2oc(=O)c(CC(=O)N3C[C@H]4C[C@@H](C3)c3cccc(=O)n3C4)c(C)c2cc1Cl`?
GLP-1R agonist: 8%; PLK1 PBD block: inconclusive; GLP1R cytotox: -9%; IL2 activator: 0.1; PI5P4K alpha inh: -16; PTHR1 ag: inactive; EPAC1 antag: 6%; GLP-1R inv ag: -23%; EPAC1 ag: 0%

Results for CN(Cc1nccs1)C(=O)c1ccc2nc(Cc3ccccc3F)oc2c1 ?
GLP-1R agonist: 14%; PLK1 PBD block: -3%; GLP1R cytotox: -28%; IL2 activator: -3.1; PI5P4K alpha inh: 4; PTHR1 ag: -29%; EPAC1 antag: 15%; GLP-1R inv ag: 60%[activator]; EPAC1 ag: 5%

What do the screens show for `COc1ccc(CN2CCN(C(=O)c3ccc(S(=O)(=O)NCc4ccco4)cc3)CC2)cc1`?
GLP-1R agonist: -2%; PLK1 PBD block: 1%; GLP1R cytotox: -9%; IL2 activator: -3.4; PI5P4K alpha inh: -5; PTHR1 ag: -49%[inhibitor]; EPAC1 antag: 7%; GLP-1R inv ag: -29%; EPAC1 ag: 3%

What do the screens show for `O[C@@H]1CN(C2CCN(Cc3ccccc3)CC2)CC[C@H]1N1CCCCCC1`?
GLP-1R agonist: -5%; PLK1 PBD block: 0%; GLP1R cytotox: inconclusive; IL2 activator: -1.6; PI5P4K alpha inh: 4; PTHR1 ag: inactive; EPAC1 antag: 10%; GLP-1R inv ag: inconclusive; EPAC1 ag: -8%

What do the screens show for `CCN(c1ccc(NC(=O)COC(=O)c2ccc(S(=O)(=O)N3CCCC3)cc2)cc1)C(C)C`?
GLP-1R agonist: -9%; PLK1 PBD block: -3%; GLP1R cytotox: -4%; IL2 activator: -2.5; PTHR1 ag: -1%[57.5 µM]; EPAC1 antag: 1%; GLP-1R inv ag: -9%; EPAC1 ag: -1%

What do the screens show for `CC(OC(=O)c1cccs1)C(=O)NC1CC1` (stereo not drawn)?
GLP-1R agonist: -1%; PLK1 PBD block: 0%; GLP1R cytotox: 3%; IL2 activator: 0.1; PI5P4K alpha inh: 2; PTHR1 ag: inactive; EPAC1 antag: 12%; GLP-1R inv ag: 7%; EPAC1 ag: 4%

What do the screens show for `CNC(=O)c1c(NC(=O)C2=COCCO2)sc2c1CCN(C(=O)OC)C2`?
GLP-1R agonist: 0%; PLK1 PBD block: -5%; GLP1R cytotox: 9%; IL2 activator: 3.1; PI5P4K alpha inh: 0; PTHR1 ag: -19%; EPAC1 antag: 3%; GLP-1R inv ag: 28%; EPAC1 ag: -12%

How did COc1ccc(C(=O)NCC(C)NC(=O)c2ccc(OC)cc2)cc1 (stereo not drawn) do in these assays?
GLP-1R agonist: 8%; PLK1 PBD block: -10%; GLP1R cytotox: -8%; IL2 activator: -0.7; PI5P4K alpha inh: 1; PTHR1 ag: inactive; EPAC1 antag: 2%; GLP-1R inv ag: -1%; EPAC1 ag: 1%

What do the screens show for `C=CCC[C@H](Cc1ccc(F)cc1)C(=O)OC[C@@H](NC(=O)[C@H](CC=C)CC(=O)NCCO)c1ccccc1`?
GLP-1R agonist: 5%; PLK1 PBD block: -2%; GLP1R cytotox: 8%; IL2 activator: -2.7; PI5P4K alpha inh: 10; PTHR1 ag: -20%; EPAC1 antag: -9%; GLP-1R inv ag: inconclusive; EPAC1 ag: -7%

What do the screens show for `CN(c1ccccc1)S(=O)(=O)c1cccc(C(=O)NNC(=O)c2ccncc2)c1`?
GLP-1R agonist: -8%; PLK1 PBD block: -1%; GLP1R cytotox: -4%; IL2 activator: 0.6; PI5P4K alpha inh: -5; PTHR1 ag: inactive; EPAC1 antag: 6%; GLP-1R inv ag: 4%; EPAC1 ag: -4%

How did Cc1ccc(Nc2cc(C)nc(-c3ccccc3)n2)cc1 do in these assays?
GLP-1R agonist: 1%; PLK1 PBD block: 8%; GLP1R cytotox: -31%; IL2 activator: -1.9; PI5P4K alpha inh: 27; PTHR1 ag: -38%[inhibitor]; EPAC1 antag: -9%; GLP-1R inv ag: inconclusive; EPAC1 ag: 4%

Results for CCOc1ccc2nc(SCC(=O)Nc3cc(C)on3)c(C)cc2c1 ?
GLP-1R agonist: 11%; PLK1 PBD block: -10%; GLP1R cytotox: 7%; IL2 activator: -2.0; PI5P4K alpha inh: 1; PTHR1 ag: -12%; EPAC1 antag: -17%; GLP-1R inv ag: -3%; EPAC1 ag: -5%

How did CCN(CC(=O)NCc1ccc(Cl)cc1)C(=O)c1oc2ccccc2c1C do in these assays?
GLP-1R agonist: 11%; PLK1 PBD block: 3%; GLP1R cytotox: 5%; IL2 activator: 0.9; PI5P4K alpha inh: 2; PTHR1 ag: -2%; EPAC1 antag: 1%; GLP-1R inv ag: inconclusive; EPAC1 ag: 1%

What do the screens show for `COc1cc(COCC(O)CN2CCc3ccccc3C2)cc(OC)c1OC` (stereo not drawn)?
GLP-1R agonist: -1%; PLK1 PBD block: -4%; GLP1R cytotox: 4%; IL2 activator: -0.4; PI5P4K alpha inh: 2; PTHR1 ag: -24%; EPAC1 antag: 2%; GLP-1R inv ag: -23%; EPAC1 ag: 2%

What do the screens show for `CCCNC(=O)CN1C(=O)NC(CC)(c2ccc(F)cc2)C1=O` (stereo not drawn)?
GLP-1R agonist: 8%; PLK1 PBD block: -13%; GLP1R cytotox: 2%; IL2 activator: -0.1; PI5P4K alpha inh: -2; PTHR1 ag: -13%; EPAC1 antag: -15%; GLP-1R inv ag: 4%; EPAC1 ag: 9%

What do the screens show for `O=C(CCn1cnc2ccccc2c1=O)NCc1ccccc1`?
GLP-1R agonist: 3%; GLP1R cytotox: 2%; PTHR1 ag: 12%; GLP-1R inv ag: -14%

What do the screens show for `CC(=O)Nc1ccccc1NC(=O)C/C(C)=N/NC(=O)Cc1cccc2ccccc12`?
GLP-1R agonist: -4%; PLK1 PBD block: -14%; GLP1R cytotox: 5%; IL2 activator: -5.2; PI5P4K alpha inh: -14; PTHR1 ag: inactive; EPAC1 antag: -10%; GLP-1R inv ag: -15%; EPAC1 ag: 3%

The list is partial (hit frequency here may not be typical).
